Screens as filed in PubChem BioAssay.
TWEAK Fn14 block – inhibitors of TWEAK-Fn14 signaling, primary screen, luciferase reporter cells, uHTS; TWEAK-stimulated Fn14 reporter cells, luciferase luminescence, 8 h; inhibition, % at 10 µM; 360,000 tested, 2% active; AID 1159606, 2016; in the data active = inhibition above about 50%
Shn3 inh set2 – reduction of Shn3 3'UTR firefly luciferase signal, primary screen, Schnurri-3 inhibitor project, cell-based, Clone20 osteoblasts, set 2. Clone20 osteoblast Shn3 3'UTR firefly luciferase, 24 h. inhibition, % at 12.5 µM. 360,000 tested, 0.52% active;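 active = mean inhibition of at least 75% with every replicate also reaching 75%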;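 note: 0% = median of neutral control wells and 100% = pilot-screen positive control compound; some compounds past the cut are filed as inactive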
HIF-2a block – HIF-2a reporter inhibitors, primary screen, luminescence, 786-0 RCC cells. 786-0 RCC cells HIF-2a reporter, luciferase luminescence, overnight. inhibition, % at 18.8 µM. 360,000 tested, 0.72% active. AID 624352, 2012;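 active = inhibition of the luminescence signal of 40% or more relative to plate controls, in a single-dose primary screen at 18.75 µM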
CF NFkB block – inhibitors of PAF-induced NF-kB signaling, primary screen, cell-based, GFP fluorescence, uHTS; 360,000 tested, 0.86% active; inhibition, % at 5 µM; KKLEB NF-kB-GFP reporter, GFP fluorescence overnight; AID 588850, 2011;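 active = at least 50% inhibition at 5 µM, scaled per plate between neutral and stimulator controls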;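 note: PAF is a Pseudomonas aeruginosa culture filtrate used as stimulus; plate controls were PAF-stimulated DMSO wells for no effect and unstimulated DMSO wells for full effect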
NR2E3 ag-1 – NR2E3 agonists in two-hybrid cells, primary screen, cell-based, luminescence, CHO-S, Gal4-NCOR/VP16-NR2E3 | Photoreceptor-specific nuclear receptor (Homo sapiens), Q9Y5X4 | luciferase | inhibition of corepressor binding, % at 3.98 µM | 360,000 tested, 0.35% active | AID 602229, 2012;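 active = inhibition above the mean of all tested compounds plus 3 SD, cut at about 70% in these data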;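 note: 0% = DMSO with NR2E3 transfected cells and 100% = cells lacking NR2E3 construct; higher means lower luciferase signal from less NR2E3 corepressor binding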
Target sequence (Q9Y5X4 whole entry, looked up, the tested form may be a part): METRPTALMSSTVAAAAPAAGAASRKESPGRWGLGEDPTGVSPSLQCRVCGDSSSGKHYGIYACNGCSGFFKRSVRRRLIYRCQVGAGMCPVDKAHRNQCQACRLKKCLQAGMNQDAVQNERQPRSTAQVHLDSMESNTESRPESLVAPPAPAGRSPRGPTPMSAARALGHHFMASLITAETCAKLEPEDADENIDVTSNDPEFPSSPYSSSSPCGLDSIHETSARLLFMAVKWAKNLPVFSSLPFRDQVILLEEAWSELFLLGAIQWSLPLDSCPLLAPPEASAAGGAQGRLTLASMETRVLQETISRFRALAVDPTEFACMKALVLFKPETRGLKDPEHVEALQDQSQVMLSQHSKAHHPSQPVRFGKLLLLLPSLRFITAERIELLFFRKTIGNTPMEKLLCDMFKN
NR2E3 ag-2 – inhibitors of NR2E3-RetCOR corepressor binding, primary screen, NR2E3 agonist project, biochemical, TR-FRET, GST-NR2E3, biotin-RetCOR. Photoreceptor-specific nuclear receptor (Homo sapiens), Q9Y5X4. 1536-well. inhibition of corepressor binding, % at 4.78 µM. 320,000 tested, 0.12% active. AID 2300, 2010;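 active = percent inhibition above the cutoff of mean plus 3 SD of all tested compounds, set per screening campaign, cut at about 20% in these data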;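 note: 0% = DMSO wells and 100% = biotin wells as full block of FRET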
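Material: NR2E3–RetCOR corepressor complex / Incubation: Compound–protein incubation for 5 h at 4 °C / Dosing: compound at 4.8 µM, single dose / Detection: time-resolved FRET / Benchmarks: high control biotin, low control 0.6% DMSO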
KKLEB cytotox – cytotoxicity in KKLEB CF airway cells, primary screen, cytotoxicity control for CF NF-kB inhibitor project, cell-based, uHTS, fluorescence assay plates. KKLEB CF airway cells viability, ATPlite luminescence, overnight; stronger effect = lower value; cells stimulated with P. aeruginosa culture filtrate. activity change (cytotoxicity), % at 5 µM. 360,000 tested, 0.36% active;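 active = corrected activity change at or below -50% at 5 µM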
Peg3 prom inh – Peg3 promoter-driven luciferase inhibitors, primary screen, cell-based, HeLa, luciferase luminescence. inhibition, % at 20 µM. 360,000 tested, 1.7% active. HeLa PEG-Prom luciferase reporter, overnight. AID 588405, 2011;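 active = inhibition of at least 50% at 20 µM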
iPSC survival up – enhancers of single-cell hiPSC survival, primary screen, ATPlite luminescence; 100% = ROCK inhibitor wells, 0% = DMSO; survival enhancement, % at 20 µM; 360,000 tested, 0.044% active; AID 602274, 2012; in the data active = survival enhancement above about 18%;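 note: cells exposed to compounds for 16 hours before the ATP read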
aDG glyco up – activators of alpha-DG glycosylation, primary screen, uHTS, Pro5-aDG cells, AlphaScreen; alpha-DG glycosylation AlphaScreen (IIH6); 0% Pro5, 100% B10-LARGE cell signal; activation, % at 10 µM; 360,000 tested, 0.22% active;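 active = activation of at least 8% versus controls, or a plate z-score of at least 8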;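 note: Pro5 are CHO cells carrying HIG-tagged alpha-DG that lacks glycosylation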
MITF TRPM1 inh – inhibitors of MITF-dependent TRPM1 promoter reporter, primary screen, cell-based, SK-MEL-5, single point, luciferase; SK-MEL-5 TRPM1 promoter luciferase, 24 h; inhibition, % at 12.5 µM; 330,000 tested, 0.83% active; AID 488899, 2010;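 active = mean inhibition across replicates of 60% or more, whatever share of single replicates reaches that level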; note: values of inactives mirror those of a sister screen read the other way
* = called active by the depositor; nt = not tested or not shown.

SMILES	TWEAK Fn14 block	Shn3 inh set2	HIF-2a block	CF NFkB block	NR2E3 ag-1	NR2E3 ag-2	KKLEB cytotox	Peg3 prom inh	iPSC survival up	aDG glyco up	MITF TRPM1 inh
Cc1cccc2nc(CSc3nc4ccc([N+](=O)[O-])cc4[nH]3)c(Br)n12	-14	1	-89	-40	-5	-1	21	-25	-1.9	0.3	5
Cc1ccc2nsnc2c1S(=O)(=O)N1CCN(C)CC1	8	3	12	-5	-18	4	10	11	-0.3	0.0	3
NC(=O)c1cnn(-c2cccc(Cl)c2)c1N	-10	7	6	2	1	2	-3	7	0.9	-0.1	4
CN(Cc1ccccc1)c1nc2c(c(=O)[nH]c(=O)n2C)n1CCSc1nc2ccccc2[nH]1	-19	-6	7	2	-27	-1	8	6	1.9	0.0	2
CCc1ccc2nc(N(CCCN(C)C)C(=O)c3ccc(C(=O)c4ccccc4)cc3)sc2c1	-15	-30	-3	18	-16	-3	-21	102*	-0.5	3.0	-7
Cc1c(C(=O)NCc2c(F)cc(F)cc2F)oc2ccc(S(=O)(=O)N3CCOCC3)cc12	14	5	15	20	-12	2	-9	19	-0.4	0.0	0
Cc1c(NC(=O)C2(c3ccc(Cl)cc3)CCCC2)c(=O)n(-c2ccccc2)n1C	-3	7	18	5	-13	-2	6	7	0.5	-0.2	6
COc1ccc(N2CCN(C(=O)C3Cc4ccccc4CN3C(=O)c3ccco3)CC2)cc1 (stereo not drawn)	17	12	9	-3	23	2	10	16	0.3	0.0	-11
CCN(C(=O)COc1cccc(-n2cnnn2)c1)C1CCS(=O)(=O)C1 (stereo not drawn)	-15	-14	4	-1	-10	nt	-7	-4	1.0	0.2	11
Cc1cccc(N(C(=O)Nc2ccc(Cl)cc2)C2=NCC(C)S2)n1 (stereo not drawn)	-13	-24	-101	-13	-62	2	-5	-50	-0.6	-0.2	-11
Cc1cccc(CC(=O)N2CCC(N3CCC(C(=O)N4CCOCC4)CC3)CC2)c1	10	5	7	7	-34	2	7	-5	0.4	0.5	-10
O=C(NCCCn1ccnc1)C(=O)NC1CCCCC1	14	14	11	-18	-8	2	8	3	-0.6	-0.1	3
CCN(CC)S(=O)(=O)c1cc(C)ccc1NC(=S)Nc1cccnc1	13	8	-48	-1	-17	-1	-4	-17	-0.5	0.2	-5
O=C(NC1CCN(C(=O)Nc2ccccc2)CC1)C1CCCCC1	-8	-5	30	-12	-15	3	13	7	-3.8	-0.4	4
O=C(Cn1cncn1)c1ccccc1	2	-2	-9	27	3	1	-17	-1	0.2	-0.1	-5
COc1ccc(N(C)S(=O)(=O)c2ccc3c(c2)NC(=O)CO3)c(OC)c1	-12	1	7	-5	8	2	-2	0	-0.4	-0.1	-3
C[C@@H](NC(=O)[C@@H]1Cc2ccccc2CN1)C(=O)Nc1ccc2c(c1)OCO2	-21	-20	-62	-17	-22	1	17	-53	26*	-0.2	-39
O=C(c1cccc(OC2CCN(C3CCCC3)CC2)c1)N1CCCCCCC1	-9	12	14	5	14	0	-1	17	-0.5	0.0	2
C[C@H](CO)N1C[C@H](C)[C@@H](CN(C)C(=O)NC2CCCCC2)Oc2ccc(NS(C)(=O)=O)cc2C1=O	15	2	15	-5	5	nt	10	2	-2.7	0.1	-12
CCC(C)(C)NC(=O)/C=C/c1ccccc1[N+](=O)[O-]	0	3	-5	-39	8	-2	4	10	-0.5	0.0	-16
COc1ccc(C(=O)NNC(=O)OC(C)(C)C)cc1	-6	-7	-7	11	-14	0	-6	-14	1.4	-0.1	-7
CCOC(=O)c1sc(NC(=O)c2ccco2)c(C#N)c1C	-18	-10	-58	2	3	-1	2	-42	-1.9	0.0	-10
CC(C)(c1ccccc1)c1ccc(OCC(O)CNC2CCN(Cc3ccccc3)CC2)cc1 (stereo not drawn)	-69	37	6	12	-3	1	-22	107*	-2.3	-0.9	79*
CCOc1ccccc1OCC(=O)Nc1c(C)n(C)n(-c2ccccc2)c1=O	6	19	4	-36	-8	1	16	10	-2.1	0.1	4
Cc1cccc(C)c1NC(=S)NC(=O)c1ccccc1F	-8	5	22	-11	-17	-6	10	16	2.1	0.2	-1
Cc1cc(C(=O)OCC(=O)Nc2cccc(S(=O)(=O)N(C)C)c2)c2ccccc2n1	-2	39	12	-14	-12	4	9	1	2.7	-0.4	9
CC(C)(C)NC(=O)Cn1cnc2cc([N+](=O)[O-])ccc2c1=O	83*	9	18	-8	-19	1	1	5	-0.5	0.0	-7
Cc1ccc(S(=O)(=O)N2CCC3(CC2)OCCO3)s1	-5	-3	4	27	-14	4	-6	9	0.1	0.3	-3
Cc1ccc(NC(=O)CN(C)C(C)C(=O)N2CC(C)CC(C)C2)cc1 (stereo not drawn)	-6	-9	-2	26	1	0	-12	-11	0.3	0.1	3
CC(=O)Nc1ccc(NC(=O)C(C)OC(=O)CC2CCCC2)cc1 (stereo not drawn)	-11	-6	14	19	-10	4	-22	-10	0.0	0.2	-1
Cc1cc(NC(=S)N(CCN2CCOCC2)Cc2ccccc2F)ccc1Cl	-9	25	11	11	-15	-2	-3	4	-0.1	0.1	-1
Cc1ccc(S(=O)(=O)N(CC(=O)NCc2cccnc2)C2CCCCC2)cc1	-3	-4	6	15	-9	1	-12	20	0.4	-0.1	1
CC(=O)c1c(-c2ccccc2)c2ccccc2[nH]c1=O	5	3	9	18	10	-1	-10	9	-0.5	-0.1	2
CCOC(=O)/C=C/C(=O)N1CCc2ccccc21	-14	3	-4	-1	-5	3	-10	6	-2.3	1.5	1
O=c1oc2cccnc2n1CCS(=O)(=O)c1ccc(F)cc1	2	-7	-14	12	12	4	-10	-3	2.5	0.0	3
CC1=NN(c2ccc(C)c(C)c2)C(=O)/C1=C\C=C\c1ccc([N+](=O)[O-])o1	86*	95*	-1	38	13	-2	-41	88*	-0.4	-0.6	84*
CCOc1cc(OCC)cc(C(=O)N2CCC[C@H]2C(=O)N2CCC[C@H]2C(=O)NCc2cccc(OC)c2)c1	5	nt	4	nt	-27	nt	nt	nt	-0.4	0.1	nt
O=S(=O)(Nc1cccc(-c2ccc(N3CCCCCC3)nn2)c1)c1ccc(F)cc1	10	-68	-210	-14	-42	3	-6	-230	-0.3	0.2	-64
O=C(NNc1ccccc1)Nc1ccccc1F	8	-4	-7	-24	19	-4	10	-41	-0.7	0.0	-3
O=C1c2ccsc2SCCN1Cc1ccccc1Cl	4	1	8	3	-14	2	-6	13	0.1	0.1	8
CCN(CC)CC(=O)Nc1c(Br)ccc2c1OCO2	-11	7	14	-19	16	-2	-1	9	0.6	-0.3	10
COC(=O)COc1ccc(Oc2cc(C)nc(SC)n2)nn1	-5	-4	3	3	-13	0	5	2	-1.0	0.1	10
CC1CCc2c(cnc3ncnn23)C1 (stereo not drawn)	-2	13	6	-6	3	0	13	-27	-0.1	1.7	-5
Oc1ccc2ccccc2c1CN1CCCCC1	13	-32	11	4	-38	nt	-6	9	-1.6	0.2	3
Cc1cc(S(=O)(=O)Cc2noc(-c3c(C)noc3C)n2)c(C)cc1Cl	12	1	0	-7	-4	1	6	7	-0.6	0.1	-5
CCOc1ccccc1C=NNc1ccc([N+](=O)[O-])cn1	-21	6	-4	-20	-6	nt	11	0	-3.5	0.0	11
CCn1cc(C(=O)O)c(=O)c2cnc(N3CCN(C(=S)Nc4ccccc4)CC3)nc21	4	12	25	-9	7	-1	-1	-1	-0.8	0.3	14
O=C(CCNC(=O)c1ccc(Br)cc1)NCC(c1ccco1)N1CCCCC1 (stereo not drawn)	11	-3	1	9	-2	0	-11	0	1.1	0.4	10

Three of the compounds above, as a markdown table:
| SMILES | TWEAK Fn14 block | Shn3 inh set2 | HIF-2a block | CF NFkB block | NR2E3 ag-1 | NR2E3 ag-2 | KKLEB cytotox | Peg3 prom inh | iPSC survival up | aDG glyco up | MITF TRPM1 inh |
| --- | --- | --- | --- | --- | --- | --- | --- | --- | --- | --- | --- |
| Cc1cc(NC(=S)N(CCN2CCOCC2)Cc2ccccc2F)ccc1Cl | -9 | 25 | 11 | 11 | -15 | -2 | -3 | 4 | -0.1 | 0.1 | -1 |
| COc1ccc(C(=O)NNC(=O)OC(C)(C)C)cc1 | -6 | -7 | -7 | 11 | -14 | 0 | -6 | -14 | 1.4 | -0.1 | -7 |
| CC(C)(C)NC(=O)Cn1cnc2cc([N+](=O)[O-])ccc2c1=O | 83* | 9 | 18 | -8 | -19 | 1 | 1 | 5 | -0.5 | 0.0 | -7 |

New compounds follow
SMILES	TWEAK Fn14 block	Shn3 inh set2	HIF-2a block	CF NFkB block	NR2E3 ag-1	NR2E3 ag-2	KKLEB cytotox	Peg3 prom inh	iPSC survival up	aDG glyco up	MITF TRPM1 inh
Nc1cccc2c1C(=O)N(Cc1cccc(Cl)c1)C2=O	-10	26	2	29	-16	-3	-18	27	-0.4	0.2	0
CCOC(=O)Nc1ccc2c(c1)nc(CN1CCCCC1)n2C	20	-8	-20	-2	-13	-2	0	-10	-0.6	-0.1	1
Cc1ccc(/C=N/NC(=O)c2nnn(-c3nonc3N)c2C(C)C)s1	-14	-24	-57	-4	-42	-4	-8	-2	0.7	-0.1	-15
O=C(N/C(=C\c1ccccc1)C(=O)N1CCOCC1)c1ccccc1Br	3	-8	5	-8	-11	0	1	4	0.0	-0.1	-5
Cc1ccc(C(=O)OCC(=O)NC(=O)c2ccc(C(C)(C)C)cc2)c(O)c1	-3	-9	1	16	-4	0	-12	-7	-0.4	0.1	3
CC(C)CCn1nnnc1CN1CCN(C(c2ccccc2)c2ccccc2)CC1	14	15	2	0	-7	2	10	14	0.5	0.1	1
CCOc1ccccc1NC(=O)Nc1ccc(OC)nc1	-21	-3	-26	-8	-12	nt	-5	-12	0.4	0.1	3
CC(=O)c1ccccc1Oc1ncnc(N)c1[N+](=O)[O-]	13	9	-27	3	-21	3	-2	-21	0.0	-0.1	13
CC1CCc2c(nc3ncnn3c2NCCN(C)C)C1 (stereo not drawn)	11	6	13	-3	-19	3	0	9	1.4	-0.3	6
O=C(Nc1c(-c2ccccc2)nc2c(Br)cc(Br)cn12)c1ccco1	6	-30	0	-6	-3	6	-7	-16	3.7	0.2	-8
O=C1C2C(C(=O)N1Cc1cccnc1)C1C=CC2C12CC2 (stereo not drawn)	16	-3	13	0	-6	-4	7	12	-2.0	0.4	1
CCOC(=O)/C=C1\SCC(=O)N1CC(O)CN1C(=O)CS/C1=C\C(=O)OCC	-11	5	11	0	6	3	2	2	-0.7	-0.3	6
CC(C)CCNC(=O)CN(C(=O)CCC(=O)Nc1nccs1)c1ccc2c(c1)OCCO2	78*	23	26	5	8	4	2	39	-0.6	-0.2	17

An unsorted share of the library. Share with any hit: about 4.4%.
